Compound activity from PubChem BioAssay.
CXCR6 block = CXCR6 (human) receptor inhibition; CHO-K1 PathHunter CXCR6 beta-arrestin, luminescence; inhibition, % at 20 µM; 360,000 compounds, 0.36% hits; in the data active means inhibition above about 34%, passing the limit was not always enough;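 further: antagonist mode with CXCL16 agonist at 10 nM final; 0% = 10 nM CXCL16 with DMSO and 100% = unstimulated wells without agonist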
EBI2 antag = EBI2 (human) antagonism | P32249 | EBI2 beta-arrestin recruitment, luminescence, 7a,25-OHC stimulated | inhibition, % at 5 µM | 360,000 compounds, 0.81% hits; in the data active means inhibition above about 38%;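 further: enzyme fragment complementation signal reports receptor beta-arrestin coupling in cells; 0% = agonist plus DMSO wells and 100% = wells without agonist; some results beyond the cut were filed as inactive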
Target sequence (P32249 whole entry, looked up, the tested form may be a part): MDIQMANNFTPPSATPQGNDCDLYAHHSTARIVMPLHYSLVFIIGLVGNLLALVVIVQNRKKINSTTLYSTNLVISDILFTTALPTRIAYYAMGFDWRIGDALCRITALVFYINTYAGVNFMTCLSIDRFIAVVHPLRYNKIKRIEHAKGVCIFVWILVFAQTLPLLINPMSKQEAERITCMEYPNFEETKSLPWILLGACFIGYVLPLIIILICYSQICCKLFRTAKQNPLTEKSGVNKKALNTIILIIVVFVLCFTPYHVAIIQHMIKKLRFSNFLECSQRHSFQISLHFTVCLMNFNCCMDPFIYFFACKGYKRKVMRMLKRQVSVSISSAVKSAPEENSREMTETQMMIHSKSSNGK
697 NFkB inh = lowers PMA/ionomycin-induced NF-kB signal in 697 B cells; 697 B-cell NF-kB luciferase reporter, 16 h; inhibition, % at 4 µM; AID 435022; 330,000 compounds, 0.33% hits; in the data active means inhibition above about 35%
CCR6 antagonist = antagonists of human CCR6 receptor | P51684 | CHO-K1 CCR6 PathHunter beta-arrestin, luminescence, CCL20-stimulated | inhibition, % at 20 µM | 340,000 compounds, 0.49% hits | AID 493098;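 active means compounds whose inhibition of the agonist-driven luminescence signal at 20 µM reaches about 50%, limit read from the data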;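 further: cells stimulated with CCL20 at 14 nM final; plate controls were DMSO with CCL20 for no effect and DMSO without agonist for full effect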
Jurkat NFkB inh = lowers PMA/ionomycin-induced NF-kB signal in Jurkat cells; PMA/ionomycin-induced NF-kB luciferase reporter, luminescence; inhibition, % at 4 µM; 330,000 compounds, 0.53% hits; in the data active means inhibition above about 50%
APJ antag = APJ receptor antagonism. P35414. CHO-K1 APJ beta-arrestin complementation, luminescence. inhibition, % at 20 µM. 330,000 compounds, 0.32% hits;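 active means inhibition above about 40% at 20 µM, limit read from the data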;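 further: cells challenged with 10 nM apelin-13 agonist together with compound; plate controls were apelin-13 plus DMSO wells for no effect and DMSO wells lacking apelin-13 for full effect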
Target sequence (P35414 whole entry, looked up): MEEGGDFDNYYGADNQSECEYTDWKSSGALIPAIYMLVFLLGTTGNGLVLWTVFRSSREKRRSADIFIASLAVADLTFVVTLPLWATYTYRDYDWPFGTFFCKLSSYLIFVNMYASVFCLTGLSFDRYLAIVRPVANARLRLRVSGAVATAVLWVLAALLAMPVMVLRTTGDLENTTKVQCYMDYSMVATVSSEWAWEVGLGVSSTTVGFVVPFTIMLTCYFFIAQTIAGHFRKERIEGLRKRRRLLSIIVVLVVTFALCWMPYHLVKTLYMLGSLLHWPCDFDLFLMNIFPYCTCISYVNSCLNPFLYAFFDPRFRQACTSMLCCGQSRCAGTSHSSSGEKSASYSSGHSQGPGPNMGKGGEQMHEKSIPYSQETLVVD
Gli-Sufu block = antagonists of Gli-Sufu signaling | Sufu-KO-LIGHT fibroblasts, Gli luciferase reporter luminescence | 340,000 compounds, 0.74% hits | inhibition, % at 5 µM;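 active means inhibition above about 55%, limit read from the data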;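 further: 0% = DMSO-treated cells and 100% = wells with medium but no cells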
UBC13 polyUb = human UBC13 polyubiquitination inhibition. inhibition, % at 20 µM. P61088. UBC13 polyubiquitin chain formation, TR-FRET. 330,000 compounds, 0.47% hits; in the data active means inhibition above about 45%, passing the limit was not always enough; inconclusive means no clear call, values can overlap the other calls
* hit, by the source's call; ? = inconclusive; nt = not tested or not shown.

Molecule	CXCR6 block	EBI2 antag	697 NFkB inh	CCR6 antagonist	Jurkat NFkB inh	APJ antag	Gli-Sufu block	UBC13 polyUb
Cc1cccc(CN2C[C@]34CC[C@@H](C[C@@H]3S2(=O)=O)O4)c1	7	-4	16	7	-3	15	-14	0
C=CCOC(=O)C1=C[C@@H](c2cn(C(C)=O)c3ccccc23)C[C@@H](OCCCCO)O1	0	2	10	9	-1	-15	-4	?
COc1ccc(NC(=O)CSc2nc(O)cc(=O)n2-c2ccccc2OC)cc1	1	-9	22	-2	13	-1	5	-3
Cc1nc(OCC(C)C)c2sc3nc4c(cc3c2n1)COC(C)(C)C4	5	6	-135	8	-106	-6	-70	8
CCN1CCN(c2ccc(S(=O)(=O)N3CCOCC3)cc2NC(=O)CC(NC(C)=O)c2ccccc2)CC1 (stereo not drawn)	5	-25	nt	-14	nt	nt	-4	nt
COc1ccc(C2NCCc3c2[nH]c2ccccc32)cc1CN1CCc2cc(OC)c(OC)cc2C1C (stereo not drawn)	20	-1	nt	29	nt	nt	-1	nt
CC(=O)c1c(C)[nH]c(C(=O)Nc2ccc3c(c2)OCCO3)c1C	4	-1	-93	1	-76	0	-70	2
CC(C)c1ccc(N=C2NN=C(c3cccs3)CS2)cc1	4	3	-66	20	-37	-5	-53	-19
N#Cc1ccccc1NC(=O)COC(=O)/C=C/c1ccc(S(=O)(=O)N2CCOCC2)cc1	2	13	12	2	2	0	4	0
O=C(NCCC1=CCCCC1)C1COc2ccccc2O1 (stereo not drawn)	-2	19	0	6	-10	-19	9	-4
COc1ccc(S(=O)(=O)Cc2ccc(C(=O)NCc3cccnc3)o2)cc1	-2	-1	-8	5	26	-39	-3	-4
Cc1ccc2[nH]c3c(=S)nc[nH]c3c2c1	5	-19	nt	-1	nt	nt	-4	nt
O=C(NCc1cccnc1)c1ccccc1NC(=O)c1c(F)cccc1F	-1	-3	12	-6	-4	-10	-6	4
CCc1nnc(NC(=O)C2CCCN2S(=O)(=O)c2ccc(F)cc2)s1 (stereo not drawn)	1	-3	-16	-2	-6	-3	3	-6
CC1CC2(C)Oc3ccccc3C3OCC1(CO)C(C)C32 (stereo not drawn)	2	1	-9	-13	-14	4	0	-3
COc1ccc(CN2C(=O)CSC2c2ccccn2)cc1 (stereo not drawn)	-9	9	13	9	-3	0	5	1
COc1cc(NC(=O)CCc2ccccc2)nc(OC)n1	-3	12	-2	12	-9	3	-26	-1
CN1CCN(NC(=O)c2cc(-c3ccccn3)nc3ccccc23)CC1	-9	0	15	-5	5	1	-4	-2
Cc1cccc(N2C(=O)SC(N(C)c3ccccc3)C2=O)c1 (stereo not drawn)	-2	0	-5	22	2	20	-5	-2
CCCc1cc(=O)oc2cc(C)cc(OC(C)C(=O)NCC3CCC(C(=O)O)CC3)c12 (stereo not drawn)	4	-1	1	-5	-12	-15	1	10

Given with two lines to a compound: entries from further up
Sequence of screens – CXCR6 block | EBI2 antag | 697 NFkB inh | CCR6 antagonist | Jurkat NFkB inh | APJ antag | Gli-Sufu block | UBC13 polyUb
Cc1nc(OCC(C)C)c2sc3nc4c(cc3c2n1)COC(C)(C)C4
  5 | 6 | -135 | 8 | -106 | -6 | -70 | 8
CCN1CCN(c2ccc(S(=O)(=O)N3CCOCC3)cc2NC(=O)CC(NC(C)=O)c2ccccc2)CC1 (stereo not drawn)
  5 | -25 | nt | -14 | nt | nt | -4 | nt
COc1ccc(C2NCCc3c2[nH]c2ccccc32)cc1CN1CCc2cc(OC)c(OC)cc2C1C (stereo not drawn)
  20 | -1 | nt | 29 | nt | nt | -1 | nt
CC(=O)c1c(C)[nH]c(C(=O)Nc2ccc3c(c2)OCCO3)c1C
  4 | -1 | -93 | 1 | -76 | 0 | -70 | 2
CC(C)c1ccc(N=C2NN=C(c3cccs3)CS2)cc1
  4 | 3 | -66 | 20 | -37 | -5 | -53 | -19
N#Cc1ccccc1NC(=O)COC(=O)/C=C/c1ccc(S(=O)(=O)N2CCOCC2)cc1
  2 | 13 | 12 | 2 | 2 | 0 | 4 | 0
O=C(NCCC1=CCCCC1)C1COc2ccccc2O1 (stereo not drawn)
  -2 | 19 | 0 | 6 | -10 | -19 | 9 | -4
COc1ccc(S(=O)(=O)Cc2ccc(C(=O)NCc3cccnc3)o2)cc1
  -2 | -1 | -8 | 5 | 26 | -39 | -3 | -4
Cc1ccc2[nH]c3c(=S)nc[nH]c3c2c1
  5 | -19 | nt | -1 | nt | nt | -4 | nt
O=C(NCc1cccnc1)c1ccccc1NC(=O)c1c(F)cccc1F
  -1 | -3 | 12 | -6 | -4 | -10 | -6 | 4
CCc1nnc(NC(=O)C2CCCN2S(=O)(=O)c2ccc(F)cc2)s1 (stereo not drawn)
  1 | -3 | -16 | -2 | -6 | -3 | 3 | -6
CC1CC2(C)Oc3ccccc3C3OCC1(CO)C(C)C32 (stereo not drawn)
  2 | 1 | -9 | -13 | -14 | 4 | 0 | -3
COc1ccc(CN2C(=O)CSC2c2ccccn2)cc1 (stereo not drawn)
  -9 | 9 | 13 | 9 | -3 | 0 | 5 | 1
COc1cc(NC(=O)CCc2ccccc2)nc(OC)n1
  -3 | 12 | -2 | 12 | -9 | 3 | -26 | -1
CN1CCN(NC(=O)c2cc(-c3ccccn3)nc3ccccc23)CC1
  -9 | 0 | 15 | -5 | 5 | 1 | -4 | -2
Cc1cccc(N2C(=O)SC(N(C)c3ccccc3)C2=O)c1 (stereo not drawn)
  -2 | 0 | -5 | 22 | 2 | 20 | -5 | -2
CCCc1cc(=O)oc2cc(C)cc(OC(C)C(=O)NCC3CCC(C(=O)O)CC3)c12 (stereo not drawn)
  4 | -1 | 1 | -5 | -12 | -15 | 1 | 10

(further entries)
Molecule	CXCR6 block	EBI2 antag	697 NFkB inh	CCR6 antagonist	Jurkat NFkB inh	APJ antag	Gli-Sufu block	UBC13 polyUb
CCC(=O)Nc1ccc(C(=O)Nc2ccc3c(c2)C(=O)N(CC2CCCO2)C3=O)cc1 (stereo not drawn)	-6	2	-16	2	-4	7	-5	4
CCN(CC)C(=O)Cn1cc(C(=O)C(=O)Nc2ccc3c(c2)OCCO3)c2ccccc21	6	11	-100	10	-7	-2	-61	-11
O=C1N[C@@H](Cc2ccccc2)C(=O)N2[C@@H]1C[C@@]1(Br)c3ccccc3N(S(=O)(=O)c3ccccc3)[C@@H]21	-5	-12	24	-6	12	12	13	1
Cc1c(C(=O)N2CCC(C)CC2)sc2ncn(CC(=O)N3CCC(C)CC3)c(=O)c12	-1	0	5	12	-3	13	-34	-1
Cc1cc(SCc2ccccc2F)nc(=O)[nH]1	-5	0	7	1	12	6	-9	4
COC(=O)c1cc(NC(=O)c2ccco2)ccc1N1CCOCC1	-6	-10	17	4	2	10	5	2
C=CCNC(=O)c1ccc(C)cc1Cl	-10	-7	7	3	10	-1	1	7
COCCCNC(=O)CCN1N=C(c2ccccc2)CCC1=O	2	-6	-2	6	-21	-11	5	-2
O=C(O)c1ccc(/C=N/N2CCN(Cc3cccc4ccccc34)CC2)cc1	-6	1	17	18	19	5	20	-8
COc1ccc(C2N(S(=O)(=O)c3ccc(C)cc3)CCN2S(=O)(=O)c2ccc(C)cc2)cc1	6	11	3	11	7	-5	9	1
CCOc1cc(NC(=S)NC)c(OCC)cc1NC(=O)c1ccco1	-2	2	18	21	3	-8	5	-1
Cc1cc(C)c2c(N=NN3CCOCC3)[nH]nc2n1	-1	-15	15	-8	10	10	-5	-8
CSc1nc(N)nc(C(C)C)n1	3	9	14	1	-3	-1	4	6

This is a random part of the collection, and some 3% of all compounds hit somewhere here.
